Bioassay records: PubChem BioAssay, National Center for Advancing Translational Sciences (NCATS)
CRE Fsk mod = CRE-bla signaling modulation under forskolin stimulation; CHO CRE-bla reporter (cAMP response element driving beta-lactamase), forskolin EC10, beta-lactamase ratio; Potency, µM (highest dose often 38.2 µM), without a hit: at the highest dose activity change, negative = inhibition, usual class: activators; 71,000 compounds, 2.5% hits; active = well fitted activation curve with a large enough effect in the signal ratio, with a control signal flat, not every such curve was filed as active; inconclusive = small, poorly fitted or top-dose-only effect, or effect the other way, or a change in a side signal; the % refers to the signal ratio; also: potency is read from the fitted curve at half-maximal effect; % of control where 0% means no effect
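Cells were plated overnight at 37 °C, exposed to compound titrations plus EC10 NKH 477 for 3 h, then given CCF4 dye for 2 h at room temperature. Blue/green (460/530 nm) ratio was converted to %Activity and AC50 values calculated.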
UbGFP stabilizer = ubiquitin-GFP accumulation via proteasome inhibition. Potency, µM (top dose mostly 45.9 µM), for the others: top-dose activation (GFP accumulation), usual class: activators. Ubiquitin-GFP reporter cells, proteasome inhibition, GFP fluorescence; response scale: untreated = 0%, 10 µM MG-132 = 100%. 67,000 tested, under 10 active; active = well fitted activation curve with a large enough effect, not every such curve was filed as active; inconclusive = small, poorly fitted or top-dose-only effect, or another doubt; inactive = no such curve, though single readings can be large or run the other way; also: potency is read from the fitted curve at half-maximal effect
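U2OS cells expressing ubiquitin(G76V)-GFP, seeded overnight in 0.5% FBS medium, then treated 4 hr at 37 C across 46 uM to 2.9 nM. GFP-positive cells counted by laser cytometry (488 ex/515 em); %activity scaled between basal and 10 uM MG-132.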
ALOX15 inhib = inhibitors of human 15-lipoxygenase (ALOX15) | P16050 | purified 15hLO-1, xylenol orange hydroperoxide absorbance | Potency, µM (titrated, usually from 57.1 µM), inactives show at the highest dose activity change, negative = inhibition, hits mostly inhibitors | 74,000 compounds, 1.4% hits | AID 887; also: potency is read from the fitted curve at half-maximal effect; % is scaled to controls: 0 for no effect and ±100 for the full control effect; nearly all actives have a fitted effect of over 55% in size
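Readout: Fe(III)-xylenol orange absorbance, 573-to-405 nm ratio as reaction progress. Enzyme 40 nM purified human 15hLO-1, substrate 50 uM arachidonic acid, 6 min RT after 15 min compound preincubation; Hepes pH 7.5 buffer with Triton X-100.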
USP2a inhib = blocks human ubiquitin-specific protease USP2a. O75604. USP2a enzymatic assay, qHTS inhibition. Potency, µM (doses to about 38.3 µM), without a hit: top-dose activity change, negative = inhibition, hits mostly inhibitors. 60,000 compounds, 0.1% hits. AID 927;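 also: potency is read from the fitted curve at half-maximal effect; nearly all actives have a fitted effect of over 60% in size; plate controls were DMSO for no effect and NEM full inhibition control for full effect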
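USP2 core (20nM final) preincubated 30 min RT with compound, then Ub-PLA2 20nM and NBD C6-HPC 20uM final added; buffer 20mM Tris-HCl pH 8.0, 2mM CaCl2. Fluorescence Ex 460/Em 535 read at 0 and 2.5 h; normalized to NEM.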
BRCT PPI red = disrupts BRCA1 BRCT binding to phosphoprotein, red fluorophore readout. P38398. 75,000 compounds, 0.03% hits. BRCT-phosphopeptide binding, red fluorescence polarization. Potency, µM (series often up to 76.9 µM), without a hit: at the top dose activity change, negative = inhibition, hits mostly inhibitors; also: % is scaled to controls: 0 for no effect and ±100 for the full control effect
Target sequence (P38398 whole entry, looked up): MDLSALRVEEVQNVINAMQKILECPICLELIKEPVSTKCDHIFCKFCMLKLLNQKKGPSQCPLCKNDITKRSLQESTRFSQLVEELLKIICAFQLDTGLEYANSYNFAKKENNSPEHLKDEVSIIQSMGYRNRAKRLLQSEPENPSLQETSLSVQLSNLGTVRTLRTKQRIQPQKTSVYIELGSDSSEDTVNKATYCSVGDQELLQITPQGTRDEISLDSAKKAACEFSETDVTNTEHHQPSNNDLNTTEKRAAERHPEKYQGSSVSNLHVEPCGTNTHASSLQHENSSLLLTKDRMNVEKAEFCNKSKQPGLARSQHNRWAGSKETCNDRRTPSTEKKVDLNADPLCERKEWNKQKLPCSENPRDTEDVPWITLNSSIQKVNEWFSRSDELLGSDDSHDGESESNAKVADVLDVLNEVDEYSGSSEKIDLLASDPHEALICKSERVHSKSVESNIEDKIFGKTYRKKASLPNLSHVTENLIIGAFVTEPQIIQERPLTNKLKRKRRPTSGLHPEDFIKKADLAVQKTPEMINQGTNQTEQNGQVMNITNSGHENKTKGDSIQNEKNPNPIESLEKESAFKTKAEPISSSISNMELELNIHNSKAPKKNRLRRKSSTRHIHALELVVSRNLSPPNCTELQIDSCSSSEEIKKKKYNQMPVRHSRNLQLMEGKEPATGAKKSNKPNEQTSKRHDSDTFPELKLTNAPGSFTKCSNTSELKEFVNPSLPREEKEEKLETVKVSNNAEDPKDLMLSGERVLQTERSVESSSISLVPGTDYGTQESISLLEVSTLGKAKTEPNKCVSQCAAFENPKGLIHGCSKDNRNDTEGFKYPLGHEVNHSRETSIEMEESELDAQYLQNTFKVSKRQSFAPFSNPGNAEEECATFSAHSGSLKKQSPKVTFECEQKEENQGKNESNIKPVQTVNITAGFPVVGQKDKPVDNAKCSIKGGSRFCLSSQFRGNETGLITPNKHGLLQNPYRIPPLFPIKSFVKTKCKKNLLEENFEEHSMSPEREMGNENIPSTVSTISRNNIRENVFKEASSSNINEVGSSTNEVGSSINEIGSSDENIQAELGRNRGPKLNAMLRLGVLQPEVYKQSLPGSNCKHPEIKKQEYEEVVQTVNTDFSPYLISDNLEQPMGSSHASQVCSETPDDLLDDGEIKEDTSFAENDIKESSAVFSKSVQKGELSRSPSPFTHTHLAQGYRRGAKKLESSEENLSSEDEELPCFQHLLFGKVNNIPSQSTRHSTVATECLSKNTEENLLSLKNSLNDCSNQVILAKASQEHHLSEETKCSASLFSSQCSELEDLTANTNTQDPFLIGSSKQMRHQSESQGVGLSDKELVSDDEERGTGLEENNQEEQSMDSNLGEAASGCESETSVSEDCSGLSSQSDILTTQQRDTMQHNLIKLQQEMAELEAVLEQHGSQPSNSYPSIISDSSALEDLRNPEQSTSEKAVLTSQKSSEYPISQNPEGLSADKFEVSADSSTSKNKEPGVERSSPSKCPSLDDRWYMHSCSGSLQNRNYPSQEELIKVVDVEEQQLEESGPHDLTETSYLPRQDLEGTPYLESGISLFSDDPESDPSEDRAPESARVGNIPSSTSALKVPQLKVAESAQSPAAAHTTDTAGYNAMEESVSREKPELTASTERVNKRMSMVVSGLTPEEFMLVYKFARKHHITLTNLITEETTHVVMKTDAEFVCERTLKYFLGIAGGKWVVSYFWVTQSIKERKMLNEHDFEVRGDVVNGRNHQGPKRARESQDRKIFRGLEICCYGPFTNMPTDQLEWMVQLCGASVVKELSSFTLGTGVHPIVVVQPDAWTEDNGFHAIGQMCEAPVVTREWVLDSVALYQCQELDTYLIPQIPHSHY
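Rhodamine-labelled pBACH1 10-mer (100 nM) bound to BRCT domain (100 nM) at pH 7.3; compounds incubated 12 min room temperature, polarization read. Free peptide defines full inhibition; unlabelled decapeptide titrated as control.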
BRCT inh green = inhibitors of human BRCA1 BRCT-phosphoprotein interaction (green fluorophore). P38398. BRCA1 BRCT-phosphopeptide binding, green fluorescence polarization. Potency, µM (series often up to 76.9 µM), inactives show top-dose activity change, negative = inhibition, usual class: inhibitors. 75,000 compounds, 0.05% hits;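 also: potency is read from the fitted curve at half-maximal effect; plate controls were peptide without protein for full effect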
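Fluorescence polarization: His-tagged BRCT (~35 kDa BRCA1 C-terminus, 250 nM) bound to 100 nM fluorescein-labeled phosphorylated 10-aa BACH1 peptide, pH 7.3 phosphate buffer with DTT and Tween 20. Compounds incubated 12 min at room temperature; inhibition read as lowered polarization.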
Hsp90 Hop PPI = changes Hsp90-Hop TPR2A binding signal, up or down; AID 595; Potency, µM (highest dose often 57 µM), inactives show top-dose activity change, negative = inhibition; 71,000 compounds, 0.44% hits; AlphaScreen TPR2A-His6 binding biotin-Hsp90 C-terminal peptide; active = well fitted curve in either direction with a large enough effect; inconclusive = small, poorly fitted or top-dose-only effect, or another doubt; also: potency is read from the fitted curve at half-maximal effect; % is scaled to controls: 0 for no effect and ±100 for the full control effect; many of its hits are not listed in these tables
HADH2 inh = HADH2 (human) dehydrogenase inhibition. Q99714. recombinant HADH2, NADH fluorescence, beta-hydroxybutyryl-CoA. Potency, µM (highest dose often 57.1 µM), inactives show top-dose activity change, negative = inhibition, most hits filed as inhibitors. 73,000 compounds, 3.4% hits; also: potency is read from the fitted curve at half-maximal effect; % is scaled to controls: 0 for no effect and ±100 for the full control effect; nearly all actives have a fitted effect of over 60% in size; many of its hits are not listed in these tables
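20 nM HADH2 + cpd, 15 min RT; add 1 mM NAD+/90 uM beta-hydroxybutyryl-CoA; kinetic fluorescence 360/450 nm, 4 min. Tris-HCl pH 9.0, 0.01% Tween-20.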
Pol III holo inh = inhibitors of bacterial DNA polymerase III holoenzyme | 71,000 compounds, 0.25% hits | Potency, µM (highest dose often 57.1 µM), for inactives: at the top dose activity change, negative = inhibition | reconstituted DNA polymerase III holoenzyme replication, biochemical; also: potency is read from the fitted curve at half-maximal effect; % is scaled to controls: 0 for no effect and ±100 for the full control effect
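Reconstituted *E. coli* holoenzyme (0.35 nM Pol III, 1 nM beta, 154 nM SSB, 2 nM primase) was preincubated with compound for 15 min at RT. Synthesis on 1.4 nM ssM13Gori ran 35 min, then was stopped with PicoGreen/EDTA and read as dsDNA fluorescence.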
Epigenetic mod = derepresses silenced GFP locus in mouse C127i cells. Potency, µM (highest dose often 46.1 µM), inactives show at the top dose GFP derepression (activation). mouse C127i GFP locus derepression, cytometry, 30 h. 68,000 compounds, 0.09% hits; also: % of control where 0% means no effect
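Murine C127i mammary cells carrying a silenced, stably integrated CMV-driven GFP reporter were treated with compound for 30 hours at 37 C. After PBS washes, GFP-positive cells were counted by laser-scanning microplate cytometry.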
HBB splicing = modulators of hemoglobin beta chain splicing. Potency, µM (doses to about 46.1 µM), inactives show top-dose activation, hits mostly activators. HBB splicing reporter cell assay, activation; EGFP reporter with mutant IVS2-654 intron; response scale: normalised to 500 nM splice-correcting PNA. 65,000 compounds, 0.06% hits. AID 925; also: potency is read from the fitted curve at half-maximal effect; 0% is about no effect
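Compounds were applied for 2 days to HeLa EGFP-654 cells, 500/well in Optimem with 2% FCS. The reporter's EGFP is disrupted by mis-splicing of beta-globin intron IVS2-654. Readout: summed well GFP fluorescence from 488 nm laser scanning; reference was 500 nM antisense […] 654 PNA.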
* hit, by the source's call; ? = inconclusive; / = not tested or not shown; [ ] = another dose, or the depositor's remark. Unless noted, calls follow the shape of the dose curve; as a rule, active = well fitted curve in the direction sought with a large enough effect; inconclusive = small, poorly fitted or top-dose-only effect, or another doubt; inactive = no such curve, though single readings can be large; an effect the other way counts as inactive or inconclusive. A portion of the library. The share of hits here may be higher or lower than overall.

SMILES	CRE Fsk mod	UbGFP stabilizer	ALOX15 inhib	USP2a inhib	BRCT PPI red	BRCT inh green	Hsp90 Hop PPI	HADH2 inh	Pol III holo inh	Epigenetic mod	HBB splicing
Cc1ccc(OC(=O)CCC(=O)OCCCC(F)(F)C(F)(F)F)cc1	-2.9%	-5.8%	0.2%	-6.2%	-2.0%	-1.8%	7.3%	3.8%	0.0%	3.7%	0.5%
COc1ccccc1N(CC(=O)Nc1cccnc1)S(C)(=O)=O	?	-2.9%[9.17 µM]	2.8%[11.4 µM]	2.1%[7.66 µM]	0.0%	0.2%	-4.4%[11 µM]	12.6%[11.4 µM]	-2.2%[11.4 µM]	-3.0%	2.0%[0.0738 µM]
CCn1c(SCC(=O)Nc2nc(C)cs2)nnc1C(NC(=O)c1ccccc1Cl)C(C)C (configuration not stated)	-6.2%	-1.4%	6.7%	25.9%	0.8%	0.8%	-1.6%	1.6%	-3.9%	2.2%	-0.9%
Cn1cnc(S(=O)(=O)NCc2cccs2)c1	-11.3%	11.2%	4.4%	3.7%	0.7%	-1.7%	-0.5%	-3.3%	2.7%	1.3%	1.9%
N=C(N)N1CCc2ccccc2C1	1.7%[17.1 µM]	-5.1%[20.5 µM]	8.0%[25.6 µM]	-3.1%[17.1 µM]	-0.3%[34.4 µM]	-1.9%[34.4 µM]	-3.3%[26 µM]	-2.9%[25.6 µM]	-3.0%[25.6 µM]	0.6%[20.6 µM]	0.2%[20.6 µM]
O=C(Nc1nccs1)c1cccc(S(=O)(=O)N2CCCCC2)c1	9.0%	-1.2%	4.0%	2.1%	0.2%	-2.7%	-3.3%	-9.1%	-0.7%	0.0%	-0.9%
CCCNS(=O)(=O)c1cc(Br)cc2c1N(C(=O)CC)CC2	18.0%	0.2%	0.6%	5.3%	-1.5%	1.4%	1.6%	4.2%	-2.4%	-2.3%	-1.5%
Cc1ccc2[nH]c(=O)c(CN(Cc3cccs3)Cc3nnnn3Cc3ccccc3)cc2c1	?	7.8%	?	55.2%[activator]	-0.4%	2.0%	-11.9%	-4.6%	0.2%	0.0%	-0.6%
COc1ccc(N2CCN(c3nc4c(c(=O)[nH]c(=O)n4C)n3Cc3cccc(C)c3)CC2)cc1	5.9%	8.3%	-11.5%	21.1%	0.5%	-0.2%	-6.4%	-1.0%	-5.6%	-0.2%	-0.3%[57.5 µM]
CCCc1c(O)nc(SCCN(CCC)CCC)[nH]c1=O	-4.3%	-3.2%	16.3%	/	0.4%	-2.8%	-2.1%	12.5%	-5.0%	4.5%	0.1%[57.5 µM]
CC(C)C(NC(=O)c1ccco1)C(=O)NCC(c1ccco1)N1CCCCC1 (configuration not stated)	-4.0%	5.3%	2.4%	10.2%	-0.6%	-2.2%	-0.2%	7.8%	3.4%	0.0%	1.4%[57.5 µM]
COc1cc(C2CC(=O)c3c([nH]c(C(=O)OCCOC(C)C)c3C)C2)cc(OC)c1OC (configuration not stated)	-14.6%	-2.9%	-3.6%	/	-1.8%	-1.7%	-0.5%	-5.3%	1.7%	-3.4%	-1.5%
CCC(C)(C)n1c(=O)[nH]c2c(c1=O)CCC2	5.2%	7.1%	3.1%	-5.0%	-1.1%	-3.0%	-2.3%	-3.8%	1.3%	1.0%	-0.1%[57.5 µM]
CCCc1cc(=O)[nH]c(SCc2ccccc2)n1	17.9%	-2.8%	-3.5%	5.9%	-0.3%	2.6%	-5.1%	6.2%	2.4%	2.0%	0.6%
COc1ccc(C(CC(=O)O)NC(=O)c2ccco2)cc1OC (configuration not stated)	0.3%	-2.5%	13.8%	7.1%	1.4%	-0.7%	0.0%	9.3%	-5.0%	-0.7%	/
O=C(NCc1ccco1)c1nc(-c2ccccc2)n(-c2ccccc2)n1	-3.7%	4.5%	-2.5%	2.0%	-2.2%	-0.2%	-3.4%	-2.5%	-3.2%	-2.1%	-1.9%
Cc1cc(NC(=O)CSc2nc(C3CC3)nc3sc4c(c23)CCC(C)C4)no1 (configuration not stated)	1.0%	3.0%	-2.3%	10.0%	0.9%	-1.5%	-3.1%	10.1%	-2.2%	-1.3%	-2.6%
CN(C)C(CNC(=O)c1cccs1)c1cccnc1 (configuration not stated)	-4.6%	5.9%	4.6%	/	-0.4%	-0.3%	-3.1%	-8.8%	-7.3%	/	0.0%
CCCCCCn1c(CN2CCN(C)CC2)nc2c1c(=O)n(C)c(=O)n2C	17.8%	-4.3%	-11.4%	/	0.2%	-2.7%	-2.8%	4.2%	2.5%	/	0.2%
O=C(NC1CCCCC1)c1cnn2c(C(F)(F)F)cc(-c3ccco3)nc12	7.94µM*	6.2%	25.1µM*	29.5%	1.4%	-1.3%	-3.7%	-14.3%	-4.4%	3.5%	1.3%
CCOC(=O)N1CCN(C(=O)Cn2c(=O)sc3ccccc32)CC1	0.0%	2.8%	5.7%	2.9%	-0.8%	-2.6%	-6.8%	-6.9%	-9.4%	10.9%	-1.3%
CCOC(=O)C(C(=O)OCC)=C1OC(=O)c2ccccc21	-2.1%	-2.9%	1.1%	0.1%	0.4%	-0.2%	-2.3%	-16.0%	1.3%	1.9%	-4.2%
CS(=O)(=O)NCCSCc1ccccc1	-5.9%	6.0%	11.4%	-2.5%	-2.5%	-5.0%	-4.7%	-0.8%	-2.8%	4.3%	0.4%
CCCn1c(-c2ccc(F)cc2)nc2c(NC(C)CN(C)C)nc(C)nc21 (configuration not stated)	2.3%	5.1%	5.5%	/	0.1%	0.1%	-2.1%	2.5%	-2.6%	/	0.4%
CCOC(=O)C1=C(C)NC(=O)C(C#N)C1c1ccncc1 (configuration not stated)	-6.3%	1.4%	-1.4%	2.8%	-1.0%	-0.4%	-3.8%	-4.7%	-4.1%	0.0%	-2.7%
COc1ccc(N(CC(=O)Nc2ccc(F)c(Cl)c2)S(=O)(=O)c2c(C)noc2C)cc1	-18.3%	-4.9%	-20.6%	33.5%[activator]	1.7%	0.1%	4.9%	0.4%	7.2%	8.6%	-0.1%
COc1cc(C(=O)NCc2cn3ccccc3n2)cc(OC)c1OC	?	2.9%	-6.3%	6.1%	0.9%	0.2%	-0.9%	4.2%	2.9%	3.9%	-1.0%
N#Cc1nc(-c2ccc(OCc3ccccc3)cc2)oc1NCCCn1ccnc1	3.1%	-1.5%	29.2%	24.7%	-2.7%	-3.2%	?	-21.4%	0.7%	2.6%	4.2%[0.369 µM]
OC(CN1CCN(c2ccccn2)CC1)Cn1c2ccccc2c2ccccc21 (configuration not stated)	-9.2%	0.0%	-9.6%	25.7%	0.0%	-1.2%	-16.1%	-27.4%	4.5%	1.3%	/
Brc1c(OCCOCCn2cncn2)ccc2ccccc12	?	-1.3%	-11.4%	-4.1%	-1.3%	0.7%	-1.2%	2.8%	-0.2%	2.9%	-1.4%
COc1ccccc1-c1nc(NCc2cnc(C)cn2)c2ccccc2n1	1.7%	11.5%	15.8µM*	0.0%	-2.0%	0.5%	?	?	-10.3%	2.2%[9.22 µM]	-0.4%
O=C(CSc1c2c(nc3ccc(Cl)cc13)CCCC2)N1CCN(C(=O)c2ccco2)CC1	-13.7%	-2.6%	?	23.1%	-1.4%	6.2%	-4.7%	7.1%	-0.6%	0.0%	-1.3%[57.5 µM]
COc1ccccc1CNC(=O)C(C)NS(=O)(=O)c1ccc(C)cc1 (configuration not stated)	-10.9%	-0.9%	-5.8%	8.1%	0.6%	1.0%	-0.9%	?	-4.2%	0.0%	2.0%
Cc1cnc(CNc2cc(-c3ccccc3C(F)(F)F)ncn2)cn1	7.8%	-7.6%	3.9%	6.8%	-1.0%	-1.1%	-5.2%	-5.2%	-4.0%	0.0%[9.22 µM]	-0.4%
O=C1CCCC2=C1C1(CCCC1)N=C(Nc1nc3ccccc3s1)N2	2.9%	1.7%	4.8%	8.0%	0.5%	-1.3%	-2.1%	?	-2.0%	-8.0%	-0.3%
Cc1ccc(-n2c(Cc3cccn3C)nnc2SCC(=O)NCc2ccc3c(c2)OCO3)cc1	-17.3%	17.3%	3.4%	13.3%	-1.9%	-0.5%	-18.5%	-3.2%	1.1%	0.0%	-1.0%
